# RAD54 branch = blocks human RAD54 Holliday junction branch migration. Q92698. hit rate 0.14% among 360,000. inhibition, % at 10.4 µM. FAM/BHQ fluorescence. AID 602329;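 active = mean normalized replicate activity at least 40 and at least half of replicates scoring 40 or more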;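 also: 0% = median of neutral control wells and 100% = median of positive control wells; inhibitors cause a drop in the FAM fluorescence signal; in these data hits start at about 50%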
# Target sequence (Q92698 whole entry, looked up): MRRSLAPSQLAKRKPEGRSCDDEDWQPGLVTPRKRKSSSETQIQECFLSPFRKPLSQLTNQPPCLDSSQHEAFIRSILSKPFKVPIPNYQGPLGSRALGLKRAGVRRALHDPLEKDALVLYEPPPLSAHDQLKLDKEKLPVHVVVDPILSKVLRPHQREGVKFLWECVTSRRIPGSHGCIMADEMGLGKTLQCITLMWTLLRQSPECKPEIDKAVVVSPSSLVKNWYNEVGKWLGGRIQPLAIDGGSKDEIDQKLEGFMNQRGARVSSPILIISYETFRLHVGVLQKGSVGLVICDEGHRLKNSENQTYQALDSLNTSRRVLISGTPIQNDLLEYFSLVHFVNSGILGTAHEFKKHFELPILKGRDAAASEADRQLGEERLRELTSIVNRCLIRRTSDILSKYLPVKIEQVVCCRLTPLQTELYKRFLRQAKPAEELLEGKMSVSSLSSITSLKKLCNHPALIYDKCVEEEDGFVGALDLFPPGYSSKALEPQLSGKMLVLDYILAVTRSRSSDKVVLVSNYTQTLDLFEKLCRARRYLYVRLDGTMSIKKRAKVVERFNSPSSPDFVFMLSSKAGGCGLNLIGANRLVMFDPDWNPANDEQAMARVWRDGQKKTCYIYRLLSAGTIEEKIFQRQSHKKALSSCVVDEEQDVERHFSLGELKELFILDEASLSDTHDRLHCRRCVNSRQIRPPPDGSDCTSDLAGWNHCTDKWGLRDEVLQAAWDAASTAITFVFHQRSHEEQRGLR
# ARNT TACC3 PPI = ARNT/TACC3 interaction disruption. AID 623870. AlphaScreen His-ARNT PAS-B/GST-TACC3 binding, luminescence; TACC3 fragment carries E629A point mutation. Q9Y6A5. inhibition, % at 9.99 µM. hit rate 0.66% among 390,000;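 active = mean inhibition of replicates at least 50% and at least half of replicates each reaching 50%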;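 also: 0% = complete ARNT plus TACC3 wells and 100% = ARNT alone without TACC3; many hits fall short of the cut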
# ERAP1 HTS inh = inhibitors of human ERAP1 aminopeptidase; hit rate 0.15% among 340,000; Q9NZ08; inhibition, % at 10.7 µM; recombinant ERAP1, Leu-AMC fluorescence, 60 min;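 active = mean replicate inhibition of at least 30%, or all replicates individually reaching that 30% level; inactive = mean below 30% and not every replicate reaching it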;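 also: 0% = neutral control wells and 100% = L-leucinethiol positive control wells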
# XiGFP reactiv = X-chromosome reactivation activator; XiGFP mouse fibroblasts, % GFP-positive cells imaging, 3 d; cells co-treated with 5-aza-dC sensitizer; scaled so ellipticine positive control = 100%; AID 743238; activation, % at 7.58 µM; hit rate 0.055% among 360,000;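 active = mean normalized replicate activation at least 10% and every replicate at or above 10%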;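 also: 0% = median of on-plate neutral control wells and 100% = ellipticine 6 µM median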
#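 Assay system: SV40-immortalized XiGFP fibroblast cells, line 68-5-11; buffer or medium: DMEM plus 5-aza-dC sensitizer; compound: one concentration, pinned; timing: compounds 3 days, fix/stain 15 min at room temperature; benchmarks: positive control ellipticine, 6 µM final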
# GSIS activator = GLuc luminescence reporter in INS-1E cells, primary screen for activators of glucose-dependent secretion of insulin. activation, % at 16.6 µM. hit rate 0.61% among 370,000. AID 743287. INS-1E GLuc reporter insulin secretion, 2-3 h;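 active = lowest replicate activation of at least 40%, so every replicate reaches that level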;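 also: 0% = median of neutral control wells and 100% = median of IBMX positive control wells; some compounds called inactive have numbers as strong as hits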
# F508del corr = correctors of CFTR F508del function in bronchial epithelial cells | CFBE cells, YFP halide quenching; stimulated with forskolin plus potentiator P3; % fluorescence drop versus neutral controls | activity (quench increase), % at 7.58 µM | hit rate 0.36% among 350,000;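 active = mean added fluorescence quench of at least 8% versus neutral control, with both replicates also reaching 8%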;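 also: cells transiently co-express mutant CFTR-F508del with the halide-sensitive YFP; corrector assay measuring rescue of mutant channel to the surface after 24 h compound exposure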
# RAD52 inh = RAD52 (human) annealing inhibition; hit rate 0.46% among 360,000; recombinant RAD52 DNA annealing, FRET fluorescence; P43351; inhibition, % at 18.7 µM; AID 651710;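 active = every replicate showing at least 50% inhibition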
# esBAF inh = blocks esBAF chromatin remodeling in mouse ES cells; Bmi1-luciferase knock-in reporter, 24 h; 100% = twice the neutral-well signal; reporter increase, % at 12.5 µM; hit rate 2% among 350,000; AID 602393; in the data active = activation above about 40%;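 also: 0% = median of the plate's neutral control wells and 100% = double that signal; a rise in the Bmi1 reporter signal indicates esBAF inhibition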
# * = called active by the depositor; . = not tested or not shown; & = joins results of further samples. Rows were taken by chance; 3.3% or so of the library scored in one or more.
SMILES,RAD54 branch,ARNT TACC3 PPI,ERAP1 HTS inh,XiGFP reactiv,GSIS activator,F508del corr,RAD52 inh,esBAF inh
COCC(=O)N1[C@H](CO)[C@@H](c2ccccc2)C12CN(C(=O)c1cccc(F)c1)C2,.,.,-3,0.3,2,1.3,-7,.
COc1cccc(C(=O)COC(=O)C(C)N2C(=O)C3C4C=CC(C4)C3C2=O)c1 (configuration not stated),-4,-23,.,.,-5,.,.,0
CC(C)n1cc(CN2CCC(n3nccc3NC(=O)Cc3ccccc3)CC2)cn1,-4,-3,-3,0.0,38,3.9,-2,.
COc1cccc(N2CN(C3CCCCC3)CNC2=S)c1,-7,3,-2,0.8,-6,-0.8,-5,-1
O=C(NCc1ccc2[nH]c3c(c2c1)CCCC3)c1ccc(S(=O)(=O)N2CCCCC2)cc1,-1,-1,2,-0.1,-4,0.1,-17,13
COCCNC(=O)CN1C(=O)CC(C)(C)S(=O)(=O)c2ccccc21,-13,-5,-3,0.1,-5,0.2,-10,4
COc1ccc(NC(=O)Nc2cccc3c2O[C@H](CN(C)C(=O)Nc2ccc4c(c2)OCO4)[C@H](C)CN([C@H](C)CO)C3=O)cc1,-13,-4,0,-0.9,15,-0.9,4,8
CSc1ccccc1OCc1cc(C(=O)N(C)C2CCCc3ccccc32)no1 (configuration not stated),-10,-1,0,0.0,-9,1.1,-12,5
COc1ccc(CCNC(=O)C(C)SCC(=O)Nc2ccc(F)cc2)cc1 (configuration not stated),-4,0,-2,-0.1,-28,-0.6,-5,7
COc1ccc(NC(=O)Nc2ccc3c(c2)C(=O)N([C@H](C)CO)C[C@H](C)[C@@H](CN(C)S(=O)(=O)c2ccc(C)cc2)OCCCC[C@H](C)O3)cc1,-10,-16,-5,-0.5,-11,-1.3,16,1
CCCCCC(=O)Nc1ccc(C2C(=O)c3ccccc3C2=O)cc1,-2,-10,0,0.3,-18,-0.8,-33,2
Cc1nccn1C(c1ccccc1)c1ccccc1,2,-2,-2,0.0,1,2.0,1,-6
O=S(=O)(c1cccc(F)c1)N1[C@@H]2CNC[C@H]1C2c1ccc(-c2ccccc2)cc1 (some centres not stated),.,.,3&3,0.1&0.0,-3&5,-0.2&-0.5,23&-66,.
Cc1ccc(C)c(NC(=O)c2cccc(Oc3ccc([N+](=O)[O-])cc3Cl)c2)c1,.,.,-1,0.1,-8,.,-8,.
CCCC#Cc1ccc2c(c1)O[C@@H](CN(C)Cc1ccccc1)[C@H](C)CN([C@@H](C)CO)S2(=O)=O,.,.,.,-1.1,15,1.7,.,0
CCOc1ccc(NC(=O)CN(C)C(=O)c2c(C)nn(Cc3ccccc3Cl)c2C)cc1OCC,11,1,3,0.0,-6,-3.7,-18,5
O=C(c1ccc(F)cc1)N1CC(=O)N2[C@H](CO)[C@H](c3ccc(C#CC4CCCCC4)cc3)[C@@H]2C1,.,.,-1,0.2,-22,-2.5,-5,.
COc1cccc2sc(N(CCN(C)C)C(=O)c3ccc4c(c3)CCCC4)nc12,18,14,-7,-0.1,-21,1.0,47,10
N#C[C@H]1[C@@H](c2ccccc2C2=CCCCC2)[C@@H](CO)N1C(=O)NC1CCCCC1,.,.,-7,0.2,-24,-2.8,10,.
O=C1NC(c2ccncc2)Nc2ccccc21 (configuration not stated),2,-3,.,.,5,.,.,-8
COc1ccc(-c2cc(=O)oc3c(O)c(O)ccc23)cc1,6,2,1,-0.1,42,0.2,3,3
Cc1cc(Br)cn2c(Cc3cccc(F)c3)c(-c3ccc(F)cc3)nc12,.,.,1,0.0,-22,-1.4,-55,.
COc1ccc(/C(C)=N/NC(=S)Nc2cc(C)ccc2C)cc1,.,18,0,0.0,0,-1.8,-18,.
CC(Cc1cccs1)NC(=S)Nc1ccccc1 (configuration not stated),-2,.,8,0.4,-3,0.8,-6,12
CCC(c1nnnn1CS(=O)(=O)c1ccc(C)cc1)N1CCC(C(N)=O)CC1 (configuration not stated),7,-11,4,0.2,53,-2.9,-11,-2
# Other structures follow:
SMILES,RAD54 branch,ARNT TACC3 PPI,ERAP1 HTS inh,XiGFP reactiv,GSIS activator,F508del corr,RAD52 inh,esBAF inh
C[C@@H]1CN([C@H](C)CO)C(=O)c2cc(NS(=O)(=O)c3ccc(F)cc3)ccc2O[C@H]1CN(C)C(=O)Nc1cccc2ccccc12,1,-3,0,0.0,-4,-0.2,-6,-1
CCCNC(=O)C1(C)CCCN(Cc2ccc(C(=O)OCC)o2)C1 (configuration not stated),5,.,-3,0.1,21,-0.6,-18,-4
COc1ccc(CNCc2cccc(C)c2)cc1,9,1,-2,0.3,4,2.4,-4,-4
O=C1C(Cl)=C(NCCCN2CCOCC2)C(=O)c2ccccc21,9,15,-1,0.2,.,-2.6,-14,-8
COc1cc(C(=O)NN=C2c3ccccc3-c3ccccc32)cc(OC)c1OC,.,.,-8,0.5,-8,-0.3,-85,.
Nc1cc(=O)[nH]c(SCCSc2ccccc2)n1,13,-4,0,0.2,2,-1.7,-7,4
CSc1nnc(SCC(=O)NC(=O)c2ccccc2)s1,3,-2,-1,-0.1,1,2.5,-2,.
COC(=O)C[C@H]1CC[C@@H]2[C@H](COc3ccc(NC(=O)Nc4cccc(Cl)c4)cc3C(=O)N2C)O1,4,16,1,0.3,-23,-2.8,-31,1
Cc1c(C#N)c(NC(=O)CCl)n(Cc2ccccc2)c1C,-6,0,-1,0.0,-23,0.2,-40,-6
O=S(=O)(c1ccccc1)c1cnc(-c2ccccc2)nc1N1CCCC1,.,-2,0,0.6,-4,-0.2,-11,.
COc1cc(O)c(C(CC(=O)N2CCCC(C)C2)c2ccc(N(C)C)cc2)c(OC)c1 (configuration not stated),-4,11,.,-0.4,-14,4.4,-12,1
Cc1ccc(C(=O)CCC(=O)Nc2ccc(C)cn2)cc1,-4,8,-1,-0.3,11,1.9,2,4
CCc1c(C)sc(NC(=S)N2CCN(C(=O)C3CCCO3)CC2)c1C(=O)OC (configuration not stated),-14,-1,1,0.5,1,2.1,6,-7
Cc1cc(C(=O)NC(C)CCC(C)C)c2ccccc2n1 (configuration not stated),.,4,-4,0.5,56*,-0.2,-8,.
COc1cc(C(=O)N(C)CC(=O)Nc2cccc(F)c2)ccc1OCc1ccccc1,-5,2,-3,-0.1,-44,-2.1,-5,2
Cc1cc(/C(N)=N/OC(=O)c2ccc(Cl)cc2)no1,-5,-10,0,1.9,-5,1.8,5,45
CO[C@H]1CN(C)C(=O)c2cc(NC(C)=O)ccc2OC[C@@H](C)N(Cc2ccc(F)cc2)C[C@H]1C,2,2,0,-0.4,-1,-1.0,-5,2
COc1cc(/C=C2\Oc3ccc(C#Cc4ccc(O)cc4)cc3C2=O)cc(OC)c1,7,.,-3,.,-13,.,-12,-2
COc1ccc(NC(=O)CC(C)C)c(OC)c1,-10,0,.,.,0,.,.,0
COc1ccccc1OCC(=O)NCC1CCCN(C(=O)c2ccccc2C(C)=O)C1 (configuration not stated),-19,-3,3,0.1,2,1.3,-6,4
COc1ccc(/C=C/CN2CCN(CCc3ccccc3)C(CCO)C2)cc1 (configuration not stated),9,-7,-3,0.0,-44,1.5,2,-6
CCC(=O)N1C[C@H](C)[C@H](OC)CN(C)C(=O)c2cc(NS(C)(=O)=O)ccc2OC[C@@H]1C,-4,-6,0,0.3,20,1.4,2,0
C=CCOc1ccc(/C=C2/C(=O)ON=C2C)cc1OCC,6,-3,0,0.0,3,-4.1,-63,7
O=C(CC1CCC1)Nc1cccc2c([N+](=O)[O-])cccc12,-1,.,.,0.0,-23,-1.5,-10,.
CCCC(=O)Nc1ccc2c(c1)OC[C@H](C)N(CC1CCCC1)C[C@H](C)[C@H](OC)CN(C)C2=O,4,-1,-5,0.6,-4,0.0,1,-3

# Record cards, from the list above. Order of values: RAD54 branch, ARNT TACC3 PPI, ERAP1 HTS inh, XiGFP reactiv, GSIS activator, F508del corr, RAD52 inh, esBAF inh
# Cc1cc(/C(N)=N/OC(=O)c2ccc(Cl)cc2)no1 is entered as -5, -10, 0, 1.9, -5, 1.8, 5, 45
# C[C@@H]1CN([C@H](C)CO)C(=O)c2cc(NS(=O)(=O)c3ccc(F)cc3)ccc2O[C@H]1CN(C)C(=O)Nc1cccc2ccccc12 is entered as 1, -3, 0, 0.0, -4, -0.2, -6, -1
# Cc1cc(Br)cn2c(Cc3cccc(F)c3)c(-c3ccc(F)cc3)nc12 is entered as ., ., 1, 0.0, -22, -1.4, -55, .

# Additional structures follow:
SMILES,RAD54 branch,ARNT TACC3 PPI,ERAP1 HTS inh,XiGFP reactiv,GSIS activator,F508del corr,RAD52 inh,esBAF inh
Cc1c(NC(=O)COC(=O)c2ccc(S(=O)(=O)N3CCOCC3)cc2)c(=O)n(-c2ccccc2)n1C,-3,-7,1,0.0,-6,1.6,6,-5
C[C@@H]1CN([C@H](C)CO)C(=O)c2cc(C#Cc3cccnc3)cnc2O[C@@H]1CN(C)C(=O)CN(C)C,-2,-6,2,0.0,13,1.4,2,-3
CO[C@@H]1CN(C)C(=O)c2cc(NC(=O)Nc3ccccc3F)ccc2OC[C@H](C)N(Cc2ccccc2C(=O)O)C[C@@H]1C,4,-8,1,0.2,11,1.8,0,-1
CCCNC(=O)N1CC2(CN(Cc3nccs3)C2)c2c([nH]c3cc(OC)ccc23)[C@@H]1CO,.,.,-5,0.2,5,-0.8,-5,.
Cc1cccc(CSc2nnc(Cn3c(=O)sc4ccccc43)n2C)c1,-2,.,.,0.3,-24,0.8,-13,1
Cc1cccc(NS(=O)(=O)c2ccc(S(=O)(=O)N3CCCC3)cc2)c1,-15,.,-1,0.0,-1,0.4,-16,4
CC(C)c1ccc(NC(=O)Nc2cnccn2)cc1,5,.,-3,0.3,-7,2.2,-13,14
CN(CC(=O)Nc1ccc(F)c(F)c1F)C(=O)C1CCCCC1,-3,3,-1,0.9,-2,-0.7,-7,2
O=S(=O)(NCC[C@@H]1CC[C@H](NS(=O)(=O)c2cccc(Cl)c2)[C@@H](CO)O1)c1cccc(F)c1,2,-14,0,0.4,-11,-1.3,-9,11
O=C(CSc1nnc(-c2cccnc2)n1C1CCCCC1)NC1CCCC1,1,2,.,.,9,.,.,-4
COCCn1nnnc1C(c1cc2cc(C)ccc2[nH]c1=O)N1CCN(C2CCCCC2)CC1 (configuration not stated),-5,7,7,.,-14,-1.6,1,4
Cc1ccc(C)c(OCCC(=O)OCC(=O)Nc2ccc(N3CCOCC3)cc2)c1,-25,-2,-1,0.1,5,-0.3,8,-4
Cc1noc(/C=C/N(C)C)c1S(=O)(=O)N1CCCC(C(=O)NCc2ccccc2Cl)C1 (configuration not stated),-5,2,.,.,-14,.,.,8
O=C(COc1ccc(Br)cc1F)NC1CC1,1,0,-1,0.5,-6,0.4,-7,16
O=C(O)CCCC(=O)N1CCc2cc(S(=O)(=O)N3CCc4ccccc43)ccc21,-4,8,6,0.1,-14,1.8,-17,-8
CO[C@@H]1CN(C)C(=O)c2ccc(NC(=O)c3ccc(Oc4ccccc4)cc3)cc2OC[C@@H](C)NC[C@@H]1C,.,.,.,0.5,-14,-6.2,37,.
Cc1noc(C)c1NC(=O)N(C)C[C@H]1OCCCC[C@@H](C)Oc2ccc(NC(=O)NC(C)C)cc2C(=O)N([C@@H](C)CO)C[C@H]1C,-1,9,2,0.1,11,-3.6,13,-18
COc1ccc(/C=C/C(=O)N(C)CC(=O)Nc2cccc(F)c2)cc1S(=O)(=O)N1CCCCC1,1,5,1,0.1,-29,0.5,1,5
Cc1cccc(NS(=O)(=O)c2ccc3[nH]c(=O)[nH]c3c2)c1C,-7,-2,3,0.2,1,0.0,-13,-5
